Source: PubChem BioAssay
GALK inh – qHTS Assay for Inhibitors of Human Galactokinase (GALK); P51570; Purified GALK, Kinase-Glo residual ATP luminescence; Potency, µM (doses to about 57.5 µM), inactives show at the top dose activity change, negative = inhibition, hits mostly inhibitors; actives 0.007% (n = 270,000); also: potency is read from the fitted curve at half-maximal effect; % is scaled to controls: 0 for no effect and ±100 for the full control effect
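Compounds were pin-transferred into ATP buffer (35 uM final), then GALK plus galactose (5 nM, 100 uM final) was added. After 1 h at room temperature, Kinase-Glo Plus was added and luminescence read after 10 min.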
S-ASM inh – Inhibitors of Secretory Acid Sphingomyelinase (S-ASM): qHTS | Sphingomyelin phosphodiesterase (Homo sapiens), P17405 | placental ASM, HMU-PC fluorogenic substrate, 60 min | Potency, µM (top dose mostly 57.5 µM), inactives show at the highest dose activity change, negative = inhibition, hits mostly inhibitors | actives 0.006% (n = 340,000) | AID 504937, 2011; also: potency is read from the fitted curve at half-maximal effect
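Fluorescence read-out (Ex 386 nm, Em 447 nm) after stopping the reaction at pH 10. Enzyme: ASM from human placenta; substrate HMU-PC0, 9 uM final; 60 min, 37 °C. Compound preincubation 10 min, ambient temperature.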
Chronic BCR inh – qHTS Assay to Find Inhibitors of Chronic Active B-Cell Receptor Signaling. ABC-DLBCL IkBa-CBG/CBR reporter, luminescence ratio, 4 h. actives 0.05% (n = 340,000). Potency, µM (titrated, usually from 46.1 µM), without a hit: at the highest dose ratio change, negative = lower green/red ratio, usual class: inhibitors. AID 493014, 2011; active = well fitted inhibition curve with a large enough effect in the signal ratio, with a control signal flat, not every such curve was filed as active; inconclusive = small, poorly fitted or top-dose-only effect, or effect the other way, or a change in a side signal; the % refers to the signal ratio;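 also: potency is read from the fitted curve at half-maximal effect; plate controls were basal doxycycline-induced cells for no effect and cells given 10 µM MG132 for full effect; MG132 reads +100%, hits lower the ratio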
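TMD8 ABC-DLBCL cells carrying doxycycline-inducible green luciferase fused to IkappaBalpha plus unfused red luciferase were exposed to compounds (up to 46 uM) for 4 hrs at 37C. Activity came from the overlap-corrected green/red luminescence ratio.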
PKM2 act – qHTS Assay for Activators of Human Muscle isoform 2 Pyruvate Kinase | AID 1631, 2009 | purified PKM2, Kinase-Glo ATP luminescence, activation; response scale: 0% is enzyme alone, no compound | Pyruvate kinase PKM (Homo sapiens), P14618 | actives 0.34% (n = 260,000) | Potency, µM (top dose mostly 57.5 µM), for inactives: at the highest dose activation, most hits filed as activators; also: potency is read from the fitted curve at half-maximal effect; % is scaled to controls: 0 for no effect and ±100 for the full control effect; nearly all actives have a fitted effect of over 55% in size
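ATP formation by purified human PK-M2, quantified via coupled luciferase luminescence after 1 h at room temperature with 0.1 mM ADP and 0.5 mM PEP final.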
PTAP TSG101 blk – qHTS Assay for Iinhibitors of HIV-1 Budding by Blocking the Interaction of PTAP/TSG101; Tumor susceptibility gene 101 protein (Homo sapiens), Q99816; Fluorescence polarization, FITC-PTAP peptide / Tsg101 binding; Potency, µM (doses to about 115 µM), inactives show top-dose activity change, negative = inhibition, most hits filed as inhibitors; 340,000 tested, under 10 active; active = well fitted inhibition curve with a large enough effect in the main read-out, with a control signal flat, not every such curve was filed as active; inconclusive = small, poorly fitted or top-dose-only effect, or effect the other way, or a change in a side signal; inactive = no such curve, though single readings can be large or run the other way; also: potency is read from the fitted curve at half-maximal effect; % of control where 0% means no effect
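FP read-out: FITC-PTAP peptide, 50 nM final, binding Tsg101 binding domain, 10 uM final; 20 min, r.t.; 10 mM HEPES pH 7.5, 0.15 M NaCl, 0.01% Tween 20, 3 mM EDTA, 0.1 mM TCEP.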
Menin-MLL TR inh – qHTS Assay for Inhibitors Targeting the Menin-MLL Interaction in MLL Related Leukemias: Competition With Texas Red Labeled MLL-derived Mutant Peptide | AID 1768, 2009 | Potency, µM (top dose mostly 61.6 µM), for the others: top-dose FP activity change, negative = inhibition, actives largely listed as inhibitors | O00255 | actives 0.23% (n = 270,000) | Menin + Texas Red MLL mutant peptide, fluorescence polarization; active = well fitted inhibition curve with a large enough effect in the polarisation, with a control signal flat, not every such curve was filed as active; inconclusive = small, poorly fitted or top-dose-only effect, or effect the other way, or a change in a side signal; inactive = no such curve, though single readings can be large or run the other way; the % refers to the polarisation; also: potency is read from the fitted curve at half-maximal effect; % of control where 0% means no effect; many of its hits are not listed in these tables
Giardia kill – Small Molecules that selectively kill Giardia lamblia: qHTS; actives 0.15% (n = 340,000); activity change, % at 7.66 µM, hits read low; Giardia lamblia trophozoite viability; AID 540267, 2011; in the data active = activity change below about -80%; inconclusive = between about -30% and that limit;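 also: parasites exposed to compound for two days anaerobically before the ATP read; % is scaled to controls: 0 for no effect and ±100 for the full control effect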
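Giardia trophozoites, 100 cells per well, were exposed to compounds for 48 hrs at 37 deg C under anaerobic conditions; viability was then read as ATP content by bioluminescence after 15-30 min at room temperature.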
Tb PFK block – qHTS Assay to Find Inhibitors of T. brucei phosphofructokinase; AID 485367, 2010; actives 0.17% (n = 330,000); T. brucei PFK, ADP-Glo luminescence; Potency, µM (top dose mostly 57.5 µM), without a hit: at the top dose activity, negative = inhibition, hits mostly inhibitors; ATP-dependent 6-phosphofructokinase (Trypanosoma brucei brucei), O15648;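 also: potency is read from the fitted curve at half-maximal effect; 0% = uninhibited 1x PFK enzyme wells and -100% = no-enzyme wells; nearly all actives have a fitted effect of over 60% in size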
Target sequence (O15648 whole entry, looked up): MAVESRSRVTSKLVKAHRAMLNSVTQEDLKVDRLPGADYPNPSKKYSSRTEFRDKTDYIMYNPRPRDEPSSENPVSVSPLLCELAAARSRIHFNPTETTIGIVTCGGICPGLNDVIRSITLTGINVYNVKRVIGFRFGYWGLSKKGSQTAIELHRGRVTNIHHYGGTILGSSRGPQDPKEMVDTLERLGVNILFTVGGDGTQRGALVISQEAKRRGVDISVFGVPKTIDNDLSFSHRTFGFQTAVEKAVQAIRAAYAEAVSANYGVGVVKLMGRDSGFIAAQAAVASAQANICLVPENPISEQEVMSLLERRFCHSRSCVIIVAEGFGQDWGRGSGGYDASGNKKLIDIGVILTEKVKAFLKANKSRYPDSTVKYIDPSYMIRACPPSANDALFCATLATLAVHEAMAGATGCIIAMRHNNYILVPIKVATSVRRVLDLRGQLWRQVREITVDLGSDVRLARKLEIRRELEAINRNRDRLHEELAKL
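PFK 1.25 nM, F6P 0.5 mM, ATP 0.1 mM, 0.1 M TEA pH 8.0, 5 mM MgCl2, 0.01% Tween20, 0.1% BSA; 45 min RT. ADP-Glo readout. qHTS titration up to 57 uM; curves fitted, compounds curve-classed.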
Integrin act MD – qHTS for Activators of Integrin-Mediated Alleviation for Muscular Dystrophy. alpha7betagal myoblasts, beta-gal FDG fluorescence, 48 h. Potency, µM (top dose mostly 38.3 µM), without a hit: at the top dose activation, most hits filed as activators. actives 0.064% (n = 350,000);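 also: potency is read from the fitted curve at half-maximal effect; 100% = response of the positive control SU9516; nearly all actives have a fitted effect of over 60% in size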
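alpha7betagal+/- myoblasts (passage 13, 250/well) treated 48 h at 37C with compounds at 1:260 dilution of DMSO stock. Lysed, then beta-galactosidase activity read as FDG fluorescence (ex 480/em 540) after 30 min, with pre-read for autofluorescence.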
FBPA coupling cs – qHTS Assay for Inhibitors of Fructose-1,6-bisphosphate Aldolase from Giardia Lamblia: Coupling assay counterscreen | coupling enzyme system counterscreen, AmpLite Red fluorescence | AID 2472, 2010 | actives 0.67% (n = 290,000) | activity change, negative = inhibition, % at 58.2 µM, hits read low; in the data active = activity change below about -30%; also: % is scaled to controls: 0 for no effect and ±100 for the full control effect
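Coupling enzymes only (glyceraldehyde-3-phosphate) + compound, at 57.5 uM final, 10 min RT; add substrate/coupling/AmpLite Red mix, 20 min RT; fluorescence ex 525/em 598 nm. Actives flag coupling-system interference.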
B2AR arrestin – qHTS assay of beta-arrestin-biased ligands of beta2-adrenergic receptor; beta-arrestin recruitment to beta2AR, cell-based reporter; Potency, µM (doses to about 46.1 µM), inactives show at the top dose activation, hits mostly activators; actives 0.02% (n = 330,000); Beta-2 adrenergic receptor (Homo sapiens), P07550;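 also: potency is read from the fitted curve at half-maximal effect; 0% = DMSO controls and full agonism = EC100 isoproterenol or metaproterenol; nearly all actives have a fitted effect of over 65% in size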
Target sequence (P07550 whole entry, looked up): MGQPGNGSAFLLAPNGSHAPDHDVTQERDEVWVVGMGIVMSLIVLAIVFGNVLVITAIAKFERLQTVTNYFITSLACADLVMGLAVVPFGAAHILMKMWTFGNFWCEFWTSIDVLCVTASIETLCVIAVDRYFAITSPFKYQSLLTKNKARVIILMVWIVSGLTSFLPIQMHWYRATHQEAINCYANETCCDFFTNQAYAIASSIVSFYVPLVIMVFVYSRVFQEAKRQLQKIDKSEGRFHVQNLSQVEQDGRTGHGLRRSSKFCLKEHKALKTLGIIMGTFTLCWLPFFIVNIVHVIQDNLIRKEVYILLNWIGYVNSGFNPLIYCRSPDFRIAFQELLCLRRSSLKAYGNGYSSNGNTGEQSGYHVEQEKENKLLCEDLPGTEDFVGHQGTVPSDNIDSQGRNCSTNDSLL
Active calls of the source: *; ? = inconclusive; . = not tested or not shown; & = joins results of further samples; [ ] = remark or other dose. Unless noted, calls follow the shape of the dose curve; as a rule, active = well fitted curve in the direction sought with a large enough effect; inconclusive = small, poorly fitted or top-dose-only effect, or another doubt; inactive = no such curve, though single readings can be large; an effect the other way counts as inactive or inconclusive. The list is partial (hit frequency here may not be typical).

SMILES | GALK inh | S-ASM inh | Chronic BCR inh | PKM2 act | PTAP TSG101 blk | Menin-MLL TR inh | Giardia kill | Tb PFK block | Integrin act MD | FBPA coupling cs | B2AR arrestin
CCCCN(CCCC)C(=O)C1CC=CCC1C(=O)O (stereo not drawn) | 2.1% | -2.8% | ? | 0.1% | -4.4% | -23.5% | 14.1 | 0.9% | -24.8% | 1.2 | 0.1%
O=C(CNc1ccc2ccccc2c1)N/N=C/c1ccc(C(=O)O)cc1 | 3.1% | 2.4% | ? | -24.1% | -6.5% | ? | -1.0 | -5.7% | -5.1% | 0.6 | 0.0%
O=C(Nc1ccc2c(c1)OCO2)O[C@@H]1C[C@H]2CCC(=O)N3CC[C@@H](C1)[C@@H]23 | . | 2.1% | -14.8% | 1.9% | -3.8% | ? | 2.1 | 4.0% | -7.1% | -4.2 | -1.2%
CC(=O)Nc1ccccc1OCc1nnc(-c2ccc(Cl)cc2)o1 | -0.5% | 1.6% | 8.1% | -0.2% | -1.3% | 2.3% | -19.4 | -0.6% | 0.0% | 4.5 | -0.1%
COc1ccc(S(=O)(=O)Nc2ccccc2N2CCOCC2)cc1OC | . | -1.3% | -1.2% | . | 0.0% | . | 15.1 | 4.7% | 3.1% | . | 0.0%
COCCN1C(=O)C(O)=C(C(=O)c2cccs2)C1c1ccccc1 (stereo not drawn) | -3.4% | 2.5% | 2.3% | 3.9% | -8.1% | 5.9% | 22.1 | 0.2% | 12.5% | 8.0 | 0.2%
CCOC(=O)CCSCC(=O)Nc1nnc(C)s1 | 1.6% | 7.5% | -1.6% | 10.8% | 0.5% | 5.3% | -0.5 | -16.0% | 0.4% | 1.6 | -0.2%
Cn1c(-c2ccccc2)cc(=O)c2ccccc21 | 0.3% | -1.5% | 0.7% | 0.0% | -2.5% | -3.3% | 2.3 | -3.3% | 17.6% | 0.4 | 0.1%
CCOc1ccc(NC(=O)CSc2n[nH]c(N)n2)c([N+](=O)[O-])c1 | 1.0% | -0.2% | ? | ? | -1.4% | 15.2% | 2.5 | -4.2% | -14.5% | -4.5 | -0.2%
Cc1cc([N+](=O)[O-])c(C(C)(C)C)cc1N | -0.8% | 0.0% | -0.9% | 3.9% | -2.6% | 5.5% | 8.3 | 4.2% | 13.9% | -0.6 | -0.3%
CCCN1CNC(=S)N(c2cccc(C)c2C)C1 | 1.0% | 1.6% | -0.8% | -6.0% | -2.0% | -13.3% | -9.9 | 0.3% | 19.9% | . | -3.4%
COc1ccc(OC)c(-c2nc3ccccc3nc2-c2ccccc2)c1 | 2.1% | 9.2% | ? | 8.1% | -6.5% | . | -2.3 | -12.9% | -22.0% | -2.2 | 0.2%
CN(CCc1ccccn1)C(=O)CCC1CCCN(C(=O)CCOc2ccccc2)C1 (stereo not drawn) | -1.9% | 0.2% | -0.5% | 0.8% | -2.3% | 7.2% | -6.5 | 2.0% | 0.4% | -0.2 | 0.1%
COc1ccc(C(=O)OCC#CCSc2nnc(-c3cccc4ccccc34)o2)cc1 | . | -0.3% | ? | . | 0.4% | . | -14.0 | -0.1%&1.3% | . | . | -2.4%&-0.1%
Cc1cccc(C(C)C)c1NC(=O)COC(=O)c1cc2ccccc2oc1=O | . | 2.7% | 1.4% | . | -1.1% | . | 44.1[activator] | -1.0% | -4.3% | . | 0.4%
NNC(=O)c1cc(-c2ccccc2)sc1N | -2.5% | -2.5% | ? | -5.2% | 0.8% | . | ? | 8.1% | -4.2% | -1.6 | -0.4%
C=CCn1c(SCC(=O)c2ccc(O)c(O)c2)nnc1-c1ccccc1OC | 1.5% | 3.9% | ? | 11.3% | -3.7% | 0.3% | -3.2 | -14.9% | -21.6% | 1.3 | -0.1%
COCCCN(C(=O)Nc1ccc(C)c(C)c1)C(C)c1ccccn1 (stereo not drawn) | 2.1% | 1.5% | 7.6% | 3.0% | 0.1% | 3.1%[11.7 µM] | 13.2 | 3.0% | 0.0% | 1.6 | 0.2%
CN(c1ccccc1)S(=O)(=O)c1cccc(NC(=O)CSc2nncs2)c1 | 2.0% | 1.3% | 5.2% | 1.0% | -3.0% | 0.5% | 0.0 | 7.3% | -46.2%[inhibitor] | -3.8 | -0.8%
CC(C)CN(CC(C)C)S(=O)(=O)N1CCC(C(=O)NCc2cccnc2)CC1 | -0.1% | 2.4% | -1.0% | -0.7% | -10.6% | 2.8% | 6.8 | 1.7% | 44.7% | 2.2 | 0.1%
COc1cccc(CNc2ccc(S(=O)(=O)Nc3nccs3)cc2)c1O | 0.0% | -1.9% | ? | -15.4% | -4.5% | 0.0% | 0.7 | -23.9% | -0.5%[7.66 µM] | 1.7 | 0.2%
COc1cccc(/C=C/C(=O)OCC(=O)Nc2cc(C(F)(F)F)ccc2Cl)c1 | -0.2% | -11.6% | 12.3% | 0.5% | -1.2% | 12.0% | 16.2 | -6.4% | 26.9% | -4.2 | -0.6%
CCOC(=O)c1ccc(Oc2nc(OC)nc(N(C)C)n2)cc1 | -4.4% | -1.7% | -4.2% | -13.7% | -5.8% | 8.5% | -12.4 | 4.4% | -8.7% | -0.6 | 0.2%
CC1(C(=O)O)CCC(C(=O)Nc2ccc(F)cc2)C1(C)C (stereo not drawn) | -0.3% | 3.1% | -0.1% | -0.7% | 0.0% | -9.9% | -3.0 | -2.0% | 7.7% | 0.8 | -0.7%
O=C(O)COc1ccccc1/C=N/NC(=O)CSc1nc2ccccc2s1 | . | 6.3% | ? | 11.2% | -3.9% | . | -12.0 | 1.5% | 8.9% | 18.3 | 0.0%
Following part:
SMILES | GALK inh | S-ASM inh | Chronic BCR inh | PKM2 act | PTAP TSG101 blk | Menin-MLL TR inh | Giardia kill | Tb PFK block | Integrin act MD | FBPA coupling cs | B2AR arrestin
COc1cc(-c2noc(C)c2C(=O)NCC[C@@H]2CCCN2C)cc(OC)c1OC | . | 10.9% | -4.4% | . | -5.6% | . | ? | 0.0% | 5.1% | . | -2.6%
O=C1CCC(CCC(=O)N2CCCC(C(=O)c3ccc(Cl)cc3)C2)=NN1 (stereo not drawn) | 4.5% | -1.6% | 9.7% | -4.3% | -3.4% | -3.3% | -7.5 | -2.5% | 5.5% | 5.8 | -1.3%
Nc1nc(O)c(Sc2ccccc2[N+](=O)[O-])c(=O)[nH]1 | -0.4% | -1.3% | -0.9% | . | -5.9% | -0.7% | 3.3 | -4.7% | -6.2% | 0.8 | -0.3%
Cc1cnc(C(=O)Nc2cccc3ncccc23)cn1 | 4.7% | -1.0% | -14.3% | -4.8% | -4.3% | -7.8% | -5.3 | 0.2% | 14.7% | 0.1 | 0.5%
Brc1ccc(-c2csc3[n+]2CCCCC3)cc1 | -1.3% | -0.7% | ? | -3.7% | -5.6% | 2.3% | -2.7 | 0.1% | -50.9%[inhibitor] | 2.2 | -0.2%
COc1ccccc1NC(=O)CSc1nc(SC)ns1 | 6.3% | -1.3% | -0.8% | 2.7% | -0.9% | 20.1% | -0.3 | -3.3% | 7.0% | -4.0 | -0.2%
Cc1ccccc1CS(=O)(=O)CC1(O)CCN(C(=O)c2cccc(C(F)(F)F)c2)CC1 | -2.4% | 1.8% | 1.8% | 2.9% | -6.6% | -1.0% | 8.4 | 1.0% | 21.0% | -0.2 | 0.0%
CCOc1cccc(/C=N/NC(=O)c2cc(-c3cccn3C)n[nH]2)c1O | 1.6% | -2.0% | -11.8% | -2.3% | -1.5% | ? | -8.6 | 8.3% | -35.9%[inhibitor] | -0.2 | 0.2%
Cn1c(CNC(=O)c2ccccc2)nnc1SCC(=O)Nc1nccs1 | -0.8% | 2.1% | 0.5% | 0.0% | 0.3% | 11.7% | -1.0 | -1.0% | -33.2% | 2.6 | 0.1%
COc1ccc(C(=O)NCCc2nnc3ccc(SCC(=O)NCCc4ccc(OC)c(OC)c4)nn23)cc1 | 0.1% | -3.4% | 1.2% | -4.3% | -4.9% | 15.5% | -7.1 | -1.2% | 22.9% | -0.8 | 0.1%
